Compound activity deposited in PubChem BioAssay by several laboratories.
BaF3 parental – reduces parental Ba/F3 cell viability, JAK2V617F counter-screen; 220,000 tested, 1.1% active; CellTiter-Glo ATP luminescence; inhibition, % at 5.6 µM;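 active means inhibition above a per-campaign cutoff, the mean inhibition of all tested compounds plus 3 SD, cut at about 27% in these data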;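 further: 0% = DMSO wells and 100% = JAK Inhibitor I control wells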
Ba/F3 V617F tox – reduce viability of Ba/F3 cells dependent on JAK2V617F. Ba/F3 EpoR-JAK2V617F viability, ATP luminescence. inhibition, % at 5.6 µM. 220,000 tested, 1.1% active;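 active means inhibition above the campaign mean plus 3 SD over all tested compounds, cut at about 24% in these data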;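 further: cytokine-independent growth of Ba/F3 cells driven by EpoR plus mutant JAK2; 0% = DMSO-treated cells and 100% = JAK inhibitor I control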
m-calpain inh – blocks pig calpain II enzyme activity | purified calpain II, fluorogenic peptide substrate, 30 min | AID 1236 | 220,000 tested, 0.37% active | inhibition, % at 16 µM;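 active means inhibition above about 50%, limit read from the data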
EP2 modulator – EP2 receptor (human) modulation; EP2-expressing cells, cAMP HTRF FRET, PGE2 co-stimulation; 260,000 tested, 0.83% active; induction, % at 25 µM;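 active means compounds whose cAMP rise, as percent of the full-agonist control response, exceeds 60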;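 further: rat C6 glioma line stably carrying human EP2 under a CMV promoter; the protocol text gives 20 µM as final concentration; 100% = response of wells given 1 µM PGE2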
Target sequence (P43116 whole entry, looked up): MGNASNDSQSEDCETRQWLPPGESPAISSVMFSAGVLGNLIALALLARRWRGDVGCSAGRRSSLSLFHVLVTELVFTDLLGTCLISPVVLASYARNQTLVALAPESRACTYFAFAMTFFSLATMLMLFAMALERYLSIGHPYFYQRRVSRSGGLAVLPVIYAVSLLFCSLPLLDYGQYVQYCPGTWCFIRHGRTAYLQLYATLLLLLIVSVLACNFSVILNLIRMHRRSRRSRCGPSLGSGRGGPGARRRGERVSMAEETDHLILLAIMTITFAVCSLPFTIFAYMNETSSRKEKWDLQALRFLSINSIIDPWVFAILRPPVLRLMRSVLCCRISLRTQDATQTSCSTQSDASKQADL
PERK inh – inhibitors of human PERK kinase | inhibition, % at 5.6 µM | 220,000 tested, 0.17% active | CHO PERK-DD fusion, SEAP luminescence translation reporter | Q9NZJ5;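 active means inhibition above the mean inhibition of all tested compounds plus 3 SD, set separately per screening campaign, cut at about 2.9% in these data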;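 further: PERK kinase domain activated by AP20187 dimerizer at 100 nM; 0% = DMSO with dimerizer and 100% = rapamycin at 8.4 µM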
TRPN1 ag – activates the zebrafish TRPN1 channel; HEK293 zebrafish TRPN1-YFP, Fluo-8 calcium fluorescence; 100% = response to 87 µM carbachol; activation, % at 3 µM; 220,000 tested, 0.18% active;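 active means activation above its plate's cutoff, the mean activation of test wells on that plate plus 3 SD, cut at about 19% in these data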;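 further: 0% = DMSO alone and 100% = 87 µM carbachol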
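Material: zebrafish TRPN1-YFP in HEK293 cells. Doses: one dose of 3 µM, 0.3% DMSO. Incubation: dye 1 h 37 °C plus 30 min RT. Measured by: intracellular calcium fluorescence with Fluo-8.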
TRPML3 agonist – activates the human TRPML3 channel; Q8TDD5; HEK293 TRPML3-YFP, Fluo-8 calcium fluorescence; 100% = the carbachol control signal; activation, % at 3 µM; 220,000 tested, 0.29% active;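 active means activation above its plate's cutoff, the mean activation of the plate's test wells plus 3 SD, cut at about 12% in these data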;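 further: 0% = DMSO only wells and 100% = carbachol wells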
Target sequence (Q8TDD5 whole entry, looked up): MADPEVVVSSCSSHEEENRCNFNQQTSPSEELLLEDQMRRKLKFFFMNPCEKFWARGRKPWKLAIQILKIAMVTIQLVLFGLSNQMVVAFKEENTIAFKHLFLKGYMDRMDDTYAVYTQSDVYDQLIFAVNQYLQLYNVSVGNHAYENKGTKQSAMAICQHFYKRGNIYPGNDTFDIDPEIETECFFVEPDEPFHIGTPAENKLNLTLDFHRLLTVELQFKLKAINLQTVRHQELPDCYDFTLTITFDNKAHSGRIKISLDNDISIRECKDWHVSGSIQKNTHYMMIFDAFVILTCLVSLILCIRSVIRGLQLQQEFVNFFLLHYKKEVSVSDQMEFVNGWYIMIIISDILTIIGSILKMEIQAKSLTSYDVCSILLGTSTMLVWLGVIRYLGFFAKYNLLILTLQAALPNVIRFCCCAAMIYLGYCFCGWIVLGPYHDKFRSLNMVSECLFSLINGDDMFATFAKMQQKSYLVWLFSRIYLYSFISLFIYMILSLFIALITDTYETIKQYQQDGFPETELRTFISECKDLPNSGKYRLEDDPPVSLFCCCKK
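Material: TRPML3-YFP stable HEK293 cells | Dosing: One concentration, 3 µM nominal, 0.3% DMSO | Timing: 125 s total fluorescence read per well | Technique: Fluo-8 calcium dye fluorescence, ex 470-495, em 515-575 nm | Measure: Percent activation from peak-to-basal fluorescence ratio, scaled between DMSO and carbachol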
S1P4 antag – blocks the human S1P4 receptor. O95977. S1P4-expressing cells, antagonist mode, reporter read-out. inhibition, % at 4.98 µM. 220,000 tested, 0.26% active. AID 1510; in the data active means inhibition above about 29%;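 further: 0% = wells stimulated with agonist and 100% = vehicle wells without agonist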
S1P4 ag – human S1P4 receptor agonism | O95977 | S1P4-expressing cell line, agonist reporter assay | activation, % at 4.98 µM | 220,000 tested, 0.35% active | AID 1509; in the data active means activation above about 11%;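 further: 0% = DMSO vehicle and 100% = reference agonist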
The depositor's hits bear a star; & = joins results of further samples.

Screening COc1cccc2cc(C(C)N(CCCN3CCOCC3)C(=S)Nc3ccc(C)c(C)c3)oc12 (configuration not stated) returned BaF3 parental 8, Ba/F3 V617F tox 4, m-calpain inh 25, EP2 modulator 24, PERK inh -0.6, TRPN1 ag -0.9, TRPML3 agonist 0.3, S1P4 antag 7 and S1P4 ag -0.5.
`Cc1ccc(F)cc1NC(=O)c1cccc(N(C)C)c1` gave BaF3 parental -1, Ba/F3 V617F tox -4, m-calpain inh -41, EP2 modulator 9, PERK inh -0.5, TRPN1 ag -1.3, TRPML3 agonist -0.3, S1P4 antag -24 and S1P4 ag 1.1.
For CCn1c(COc2cccc3ccccc23)nnc1SCC(N)=O the results were BaF3 parental 2, Ba/F3 V617F tox -3, m-calpain inh 16, EP2 modulator 12&-36, PERK inh 0.4, TRPN1 ag 0.1, TRPML3 agonist -0.3, S1P4 antag -26 and S1P4 ag 1.2.
Screening COc1ccc(C2NC(=O)C(C)S2)cc1 (configuration not stated) returned BaF3 parental 5, Ba/F3 V617F tox 1, m-calpain inh -22, EP2 modulator -4, PERK inh 0.7, TRPN1 ag -1.0, TRPML3 agonist -0.1, S1P4 antag 0 and S1P4 ag 1.7.
Screening Cc1c(-c2c(C#N)c(N)nc3c2CCCCCC3)cnn1C returned BaF3 parental 0, Ba/F3 V617F tox -3, m-calpain inh -147, EP2 modulator 38, PERK inh -0.5, TRPN1 ag -0.6, TRPML3 agonist 0.7, S1P4 antag -13 and S1P4 ag -0.8.
Cc1ccccc1-n1c(SCc2c(C)noc2C)nnc1-c1cccnc1 was read as BaF3 parental 9, Ba/F3 V617F tox 0, m-calpain inh -1, EP2 modulator 18, PERK inh 0.4, TRPN1 ag 2.8, TRPML3 agonist 1.4, S1P4 antag -11 and S1P4 ag -1.3.
Screening COc1cccc(CNC(=O)Nc2cccs2)c1 returned BaF3 parental 4, Ba/F3 V617F tox -2, m-calpain inh 13, EP2 modulator 10, PERK inh -0.3, TRPN1 ag -1.4, TRPML3 agonist 0.1, S1P4 antag -7 and S1P4 ag -1.0.
Screening S=C(NCc1cccs1)Nc1ccccc1Cl returned BaF3 parental 4, Ba/F3 V617F tox -2, m-calpain inh -2, EP2 modulator 4, PERK inh 0.1, TRPN1 ag -0.5, TRPML3 agonist 0.9, S1P4 antag -15 and S1P4 ag 0.3.
For Cc1ccc(S(=O)(=O)N(C)c2ccc(C(=O)NCC3CCCO3)cc2)cc1 (configuration not stated) the results were BaF3 parental 4, Ba/F3 V617F tox -1, m-calpain inh -3, EP2 modulator 0, PERK inh 0.6, TRPN1 ag -0.7, TRPML3 agonist 0.5, S1P4 antag -13 and S1P4 ag -0.5.
`CN(c1ccccc1)S(=O)(=O)c1cccc(C(=O)Nc2ncn[nH]2)c1` gave BaF3 parental 0, Ba/F3 V617F tox -4, m-calpain inh -15, EP2 modulator -9, PERK inh 0.4, TRPN1 ag 1.9, TRPML3 agonist 0.9, S1P4 antag 16 and S1P4 ag 0.5.

The final 2 entries of the section before lead into the next:
For Cc1ccc(S(=O)(=O)N(C)c2ccc(C(=O)NCC3CCCO3)cc2)cc1 (configuration not stated) the results were BaF3 parental 4, Ba/F3 V617F tox -1, m-calpain inh -3, EP2 modulator 0, PERK inh 0.6, TRPN1 ag -0.7, TRPML3 agonist 0.5, S1P4 antag -13 and S1P4 ag -0.5.
`CN(c1ccccc1)S(=O)(=O)c1cccc(C(=O)Nc2ncn[nH]2)c1` gave BaF3 parental 0, Ba/F3 V617F tox -4, m-calpain inh -15, EP2 modulator -9, PERK inh 0.4, TRPN1 ag 1.9, TRPML3 agonist 0.9, S1P4 antag 16 and S1P4 ag 0.5.
Screening Cc1ccc(C2C(C#N)=C(N)OC3=C2C(=O)CCC3)s1 (configuration not stated) returned BaF3 parental -2, Ba/F3 V617F tox -2, m-calpain inh -21, EP2 modulator 27, PERK inh 1.2, TRPN1 ag -0.1, TRPML3 agonist 0.0, S1P4 antag -11 and S1P4 ag -2.0.
`Cc1ccc(-n2nc(C(=O)O)nc2-c2ccccc2)cc1` gave BaF3 parental 6, Ba/F3 V617F tox 6, m-calpain inh -28, EP2 modulator 11, PERK inh 0.2, TRPN1 ag -0.2, TRPML3 agonist 0.0, S1P4 antag 1 and S1P4 ag 4.4.
`CCNc1nc(NC(C)C)nc(N(C#N)C(C)C(=O)N(CC)CC)n1` (configuration not stated) gave BaF3 parental -3, Ba/F3 V617F tox -2, m-calpain inh 9, EP2 modulator 3, PERK inh 0.1, TRPN1 ag 0.5, TRPML3 agonist 1.0, S1P4 antag -8 and S1P4 ag -0.4.
`COc1ccc(/C=N/NC(=O)c2ccco2)cc1Cn1nc(C)cc1C` gave BaF3 parental 5, Ba/F3 V617F tox 1, m-calpain inh 21, EP2 modulator 3, PERK inh -0.9, TRPN1 ag 1.5, TRPML3 agonist -0.1, S1P4 antag -22 and S1P4 ag 0.5.
Screening Cc1noc2ncnc(Oc3ccccc3)c12 returned BaF3 parental 3, Ba/F3 V617F tox -3, m-calpain inh 13, EP2 modulator 26, PERK inh 0.9, TRPN1 ag 1.2, TRPML3 agonist 1.1, S1P4 antag -12 and S1P4 ag -0.7.
COc1ccc2cc(C(=O)C3CCCN(C(=O)/C=C/c4ccccn4)C3)ccc2c1 (configuration not stated) was read as BaF3 parental 11, Ba/F3 V617F tox 4, m-calpain inh -309, EP2 modulator -33, PERK inh 0.5, TRPN1 ag -0.5, TRPML3 agonist 1.3, S1P4 antag -9 and S1P4 ag -1.0.
COc1ccc(S(=O)(=O)NC(C)C(=O)Nc2ccccc2F)cc1 (configuration not stated) was read as BaF3 parental 9, Ba/F3 V617F tox 1, m-calpain inh -11, EP2 modulator 14, PERK inh 0.7, TRPN1 ag -0.2, TRPML3 agonist 0.2, S1P4 antag -18 and S1P4 ag -1.1.
`CC1(C)CN2C(=O)c3ccccc3C2(C)S1` (configuration not stated) gave BaF3 parental 6, Ba/F3 V617F tox 2, m-calpain inh -25, EP2 modulator 6, PERK inh 0.9, TRPN1 ag 1.0, TRPML3 agonist 0.7, S1P4 antag -3 and S1P4 ag -0.4.
For Cc1sc2nc(SCc3ccccc3)n(Cc3ccco3)c(=O)c2c1C the results were BaF3 parental 0, Ba/F3 V617F tox -4, m-calpain inh -8, EP2 modulator 21, PERK inh 1.5, TRPN1 ag -0.3, TRPML3 agonist -0.3, S1P4 antag -3 and S1P4 ag -1.2.
Screening O=C(C1=C[C@H](c2ccccc2)C[C@H](OCCCCO)O1)N1CCN(Cc2ccc3c(c2)OCO3)CC1 returned BaF3 parental 3, Ba/F3 V617F tox -1, m-calpain inh -5, EP2 modulator -21, PERK inh 0.7, TRPN1 ag -2.2, TRPML3 agonist 0.4, S1P4 antag 14 and S1P4 ag -2.4.
Screening Cc1ccc(-c2noc(CCC(=O)NCCCN3CCN(c4cccc(Cl)c4)CC3)n2)cc1 returned BaF3 parental 4, Ba/F3 V617F tox -1, m-calpain inh -106, EP2 modulator -26, PERK inh -0.5, TRPN1 ag 2.4, TRPML3 agonist 1.6, S1P4 antag -26 and S1P4 ag -3.5.
Screening CC(C)(C)NC1=CC(=O)OC12CCCCC2 returned BaF3 parental 3, Ba/F3 V617F tox -4, m-calpain inh -14, EP2 modulator 33, PERK inh 0.6, TRPN1 ag 1.7, TRPML3 agonist 0.6, S1P4 antag -22 and S1P4 ag 2.6.
Screening COC(=O)C1CCN(C(=O)Cc2ccc(C)cc2)CC1 returned BaF3 parental 5, Ba/F3 V617F tox -2, m-calpain inh -16, EP2 modulator 21, PERK inh 0.5, TRPN1 ag 2.1, TRPML3 agonist 1.2, S1P4 antag 7 and S1P4 ag 1.4.
Screening Cn1cccc1/C=N\NC(=O)c1cncc(Br)c1 returned BaF3 parental 0, Ba/F3 V617F tox -7, m-calpain inh 7, EP2 modulator -18, PERK inh -1.3, TRPN1 ag -0.2, TRPML3 agonist 0.0, S1P4 antag 5 and S1P4 ag 1.1.
For CC12CCC(C(=O)N3CCCc4ccccc43)(CC1=O)C2(C)C (configuration not stated) the results were BaF3 parental 4, Ba/F3 V617F tox -1, m-calpain inh 16, EP2 modulator -12, PERK inh -0.3, TRPN1 ag -0.5, TRPML3 agonist -1.0, S1P4 antag -5 and S1P4 ag 0.1.
`CN1CCN(C(=O)Nc2ccccc2)CC1` gave BaF3 parental 6, Ba/F3 V617F tox 0, m-calpain inh -13, EP2 modulator 10, PERK inh 0.5, TRPN1 ag 1.0, TRPML3 agonist 1.1, S1P4 antag 1 and S1P4 ag 2.6.
Screening CC1CC(C)CN(C(=O)CCNS(=O)(=O)c2cccs2)C1 (configuration not stated) returned BaF3 parental 6, Ba/F3 V617F tox 4, m-calpain inh 23, EP2 modulator -5, PERK inh 0.0, TRPN1 ag 0.2, TRPML3 agonist 0.3, S1P4 antag -9 and S1P4 ag 2.2.
CC1CCc2nn(CC(=O)NCCN3CCCCC3C)cc2C1 (configuration not stated) was read as BaF3 parental 4, Ba/F3 V617F tox 0, m-calpain inh 8, EP2 modulator 23, PERK inh 0.5, TRPN1 ag 2.3, TRPML3 agonist -0.2, S1P4 antag 7 and S1P4 ag 0.8.
For O=C(CCCN1C(=O)/C(=C\c2ccco2)SC1=S)Nc1ccc2ccccc2c1 the results were BaF3 parental 2, Ba/F3 V617F tox -4, m-calpain inh -45, EP2 modulator -93, PERK inh -0.3, TRPN1 ag 1.2, TRPML3 agonist 0.2, S1P4 antag -6 and S1P4 ag -1.0.
Screening CC(=O)Nc1cccc(NC(=O)C2CCCN2C(=O)Nc2cccc(C)c2)c1 (configuration not stated) returned BaF3 parental 9, Ba/F3 V617F tox -2, m-calpain inh 13, EP2 modulator 9, PERK inh 1.2, TRPN1 ag 0.3, TRPML3 agonist -0.5, S1P4 antag 5 and S1P4 ag 0.4.
Screening CC(=O)c1c(C)[nH]c(C(=O)CSc2nnc(CN3CCCCCC3=O)n2-c2ccccn2)c1C returned BaF3 parental 0, Ba/F3 V617F tox -3, m-calpain inh -34, EP2 modulator -12, PERK inh -0.6, TRPN1 ag 1.7, TRPML3 agonist -0.2, S1P4 antag 14 and S1P4 ag 0.3.
Screening COCCN(C(=S)Nc1ccc(Cl)cc1OC)C1CCN(C(C)=O)CC1 returned BaF3 parental -4, Ba/F3 V617F tox 5, m-calpain inh -8, EP2 modulator -1, PERK inh 0.3, TRPN1 ag 0.6, TRPML3 agonist 0.3, S1P4 antag -36 and S1P4 ag 0.1.
Screening COC(=O)c1ccc(C(=O)OC)c(NC(=O)CCC(=O)O)c1 returned BaF3 parental 0, Ba/F3 V617F tox 3, m-calpain inh -209, EP2 modulator 42, PERK inh 0.8, TRPN1 ag 0.5, TRPML3 agonist 0.7, S1P4 antag -15 and S1P4 ag 1.4.

Ordered by length of the SMILES (highest first): part of the list above.
Screening CC(=O)Nc1cccc(NC(=O)C2CCCN2C(=O)Nc2cccc(C)c2)c1 (configuration not stated) returned BaF3 parental 9, Ba/F3 V617F tox -2, m-calpain inh 13, EP2 modulator 9, PERK inh 1.2, TRPN1 ag 0.3, TRPML3 agonist -0.5, S1P4 antag 5 and S1P4 ag 0.4.
Screening CC(C)(C)NC1=CC(=O)OC12CCCCC2 returned BaF3 parental 3, Ba/F3 V617F tox -4, m-calpain inh -14, EP2 modulator 33, PERK inh 0.6, TRPN1 ag 1.7, TRPML3 agonist 0.6, S1P4 antag -22 and S1P4 ag 2.6.
`CN1CCN(C(=O)Nc2ccccc2)CC1` gave BaF3 parental 6, Ba/F3 V617F tox 0, m-calpain inh -13, EP2 modulator 10, PERK inh 0.5, TRPN1 ag 1.0, TRPML3 agonist 1.1, S1P4 antag 1 and S1P4 ag 2.6.
